FUS suppressor = qHTS for Suppressors of FUS Proteinopathy: Primary screen using FUS-linked yeast assay. S. cerevisiae FUS-expressing, growth rescue, OD600, 24 h. Potency, µM (titrated, usually from 76.6 µM), inactives show top-dose growth rescue (activation), hits mostly activators. hit rate 0.24% among 390,000. AID 1347120, 2019;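 note: plate controls were DMSO vehicle for no effect and reference control for full effect; nearly all actives have a fitted effect of over 55% in size; some results filed as inactive show a strong effect at the top dose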
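Read-out: OD at 600 nm after 24hr at 30C, reporting rescue of FUS-induced yeast toxicity. Cells at OD 0.005 in galactose (2%) minimal medium; compounds tested in a dilution series; CP55940 titration from 92uM final as control.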
EPAC1 antagonist = qHTS for Antagonist of cAMP-regulated guanine nucleotide exchange factor 3 (EPAC1): primary screen | Rap guanine nucleotide exchange factor 3 (Homo sapiens), O95398 | EPAC1 GEF assay, Rap1b-BODIPY-GDP exchange fluorescence | Potency, µM (series often up to 115 µM), for the others: top-dose activity change, negative = inhibition, actives largely listed as inhibitors | hit rate 0.14% among 360,000;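 note: plate controls were vehicle for no effect and positive control for full effect; nearly all actives have a fitted effect of over 50% in size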
TDP-43 yeast inh = qHTS of TDP-43 Inhibitors | TDP-43 expressing yeast growth rescue, BacTiter-Glo, 24 h | hit rate 1.8% among 410,000 | AID 652104, 2013 | Potency, µM (highest dose often 46.1 µM), inactives show top-dose growth rescue (activation), hits mostly activators; note: % of control where 0% means no effect; nearly all actives have a fitted effect of over 50% in size
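Yeast cells expressing TDP-43 under galactose induction are exposed to compounds for 24 hr at 30 deg C. BacTiter-Glo luminescence measures growth, so protective compounds score as activators.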
PTHR1 agonist = qHTS for PTHR1 Agonists: Primary Screen; Potency, µM (top dose mostly 115 µM), without a hit: at the highest dose activation, hits mostly activators; hit rate 0.075% among 410,000; HEK293 GP2 PTHR1 cells, GloSensor cAMP luminescence, 1 h; note: nearly all actives have a fitted effect of over 55% in size; some results filed as inactive show a strong effect at the top dose; inactives centre near -15; many of its hits are not listed in these tables
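HEK-293-derived GP2 cells expressing PTHR1 and a GloSensor cAMP reporter, 3,000/well, plated overnight, given luciferin plus IBMX (each 0.5 mM as added) for 1 h at 37 °C, then compound for 1 h at 37 °C. Luminescence was read after 15 min at room temperature.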
EPAC2 agonist = qHTS for Agonist of cAMP-regulated guanine nucleotide exchange factor 4 (EPAC2): primary screen. Rap guanine nucleotide exchange factor 4 (Homo sapiens), Q8WZA2. EPAC2 activation, biochemical qHTS; response scale: 100% = 6.5 mM cAMP response. Potency, µM (series often up to 154 µM), without a hit: top-dose activation, actives largely listed as activators. hit rate 0.079% among 360,000; note: nearly all actives have a fitted effect of over 50% in size
Target sequence (Q8WZA2 whole entry, looked up): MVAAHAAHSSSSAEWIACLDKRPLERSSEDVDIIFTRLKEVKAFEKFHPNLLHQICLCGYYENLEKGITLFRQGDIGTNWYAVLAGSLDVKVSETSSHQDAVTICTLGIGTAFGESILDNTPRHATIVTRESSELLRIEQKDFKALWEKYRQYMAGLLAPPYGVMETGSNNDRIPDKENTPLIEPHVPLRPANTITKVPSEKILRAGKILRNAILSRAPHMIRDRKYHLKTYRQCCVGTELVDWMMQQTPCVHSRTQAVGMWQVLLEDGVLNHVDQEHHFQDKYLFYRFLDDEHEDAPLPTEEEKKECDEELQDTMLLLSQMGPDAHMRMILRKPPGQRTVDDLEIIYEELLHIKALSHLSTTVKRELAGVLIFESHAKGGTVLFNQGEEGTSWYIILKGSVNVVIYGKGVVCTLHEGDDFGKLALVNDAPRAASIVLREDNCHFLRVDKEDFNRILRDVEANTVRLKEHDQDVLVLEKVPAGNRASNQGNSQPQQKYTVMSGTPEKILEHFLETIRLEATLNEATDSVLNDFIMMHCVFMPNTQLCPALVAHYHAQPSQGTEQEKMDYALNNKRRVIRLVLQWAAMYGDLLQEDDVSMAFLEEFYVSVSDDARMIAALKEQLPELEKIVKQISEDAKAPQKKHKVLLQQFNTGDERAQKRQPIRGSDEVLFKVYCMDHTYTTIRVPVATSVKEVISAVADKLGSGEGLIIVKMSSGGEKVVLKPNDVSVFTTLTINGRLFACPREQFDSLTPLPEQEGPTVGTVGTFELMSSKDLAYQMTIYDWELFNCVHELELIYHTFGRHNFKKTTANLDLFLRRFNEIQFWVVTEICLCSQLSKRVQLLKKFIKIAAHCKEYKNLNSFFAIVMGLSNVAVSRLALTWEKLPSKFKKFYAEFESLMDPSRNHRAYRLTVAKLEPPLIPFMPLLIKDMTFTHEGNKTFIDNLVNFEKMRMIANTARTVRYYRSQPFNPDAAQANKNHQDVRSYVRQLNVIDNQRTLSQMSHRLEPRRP
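Compounds were added across a concentration range to EPAC2 (100 nM), RAP1B-BODIPY-GDP (250 nM) and GDP (50 uM). After 5 min at room temperature, fluorescence was recorded at 5-min intervals for 30 min.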
aSyn rescue = qHTS of alpha-syn Inhibitors | Yeast expressing alpha-synuclein, growth rescue, BacTiter-Glo, 24 h | Potency, µM (top dose mostly 46.1 µM), without a hit: at the top dose growth rescue (activation), most hits filed as activators | hit rate 0.14% among 370,000; note: % of control where 0% means no effect; nearly all actives have a fitted effect of over 65% in size
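Readout is rescue of growth in alpha-synuclein-expressing yeast, so inhibitors of toxicity appear as activators. Growth after 24 hr at 30 deg C in galactose medium is quantified by luminescence.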
EPAC2 antagonist = qHTS for Antagonist of cAMP-regulated guanine nucleotide exchange factor 2 (EPAC2): primary screen; Rap guanine nucleotide exchange factor 4 (Homo sapiens), Q8WZA2; EPAC2 GEF exchange of Rap1B-BODIPY-GDP, fluorescence; Potency, µM (titrated, usually from 114 µM), for inactives: at the top dose activity, negative = inhibition, actives largely listed as inhibitors; hit rate 0.18% among 360,000; AID 720708, 2013; note: % is set by controls: 0 for no effect and ±100 for the full control effect; nearly all actives have a fitted effect of over 45% in size; many of its hits are not listed in these tables
EPAC1 agonist = qHTS for Agonist of cAMP-regulated guanine nucleotide exchange factor 3 (EPAC1): primary screen | Rap guanine nucleotide exchange factor 3 (Homo sapiens), O95398 | EPAC1 agonist qHTS, biochemical assay; response scale: 100% = response to 6.5 mM cAMP | Potency, µM (doses to about 154 µM), for the others: at the top dose activation, most hits filed as activators | hit rate 0.073% among 360,000 | AID 720707, 2013; note: nearly all actives have a fitted effect of over 60% in size
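EPAC1 100 nM, Rap1B–BODIPY-GDP 250 nM, unlabeled GDP 50 uM; compound titration; 5 min RT; kinetic read ex480/em540 at 5-min intervals ×30 min; data normalized to 6.5 mM cAMP agonist control.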
Starred values were filed as active, the others as inactive; [ ] = remark or other dose. Calls come from the whole dose curve; as a rule, active = well fitted curve in the direction sought with a large enough effect; inconclusive = small, poorly fitted or top-dose-only effect, or another doubt; inactive = no such curve, though single readings can be large; an effect the other way counts as inactive or inconclusive. Potency is the fitted concentration of half-maximal effect. An excerpt, so the mix of outcomes need not match the whole.

Results for COc1ccc([N+](=O)[O-])cc1NC(=O)c1ccco1 ?
FUS suppressor: 0%; EPAC1 antagonist: 0%; TDP-43 yeast inh: 19%; PTHR1 agonist: -12%; EPAC2 agonist: 5%; aSyn rescue: 0%; EPAC2 antagonist: 0%; EPAC1 agonist: 4%

How did CCOC(=O)c1ccc(NC(=O)CSc2nc(N)c(NC(=O)c3ccc(Br)o3)c(=O)[nH]2)cc1 do in these assays?
FUS suppressor: 20%; EPAC1 antagonist: inconclusive; TDP-43 yeast inh: 6%; PTHR1 agonist: -23%; EPAC2 agonist: -8%; aSyn rescue: -3%; EPAC2 antagonist: 13%; EPAC1 agonist: inconclusive

Results for Cc1cc(C)c(C#N)c(SCSCc2ccccc2)n1 ?
FUS suppressor: 8%; EPAC1 antagonist: 10%; TDP-43 yeast inh: 7%; PTHR1 agonist: -6%[57.5 µM]; EPAC2 agonist: 15%; aSyn rescue: 14%; EPAC2 antagonist: -19%; EPAC1 agonist: 26%

How did Cc1nn(C)cc1CNC(=O)Nc1cccc(Cl)c1 do in these assays?
FUS suppressor: 1%; EPAC1 antagonist: 6%; TDP-43 yeast inh: 10%; PTHR1 agonist: inactive; EPAC2 agonist: -9%; aSyn rescue: 1%; EPAC2 antagonist: 1%; EPAC1 agonist: -7%

What do the screens show for `CSCCC1(C(=O)O)NC(c2ccccc2O)C2C(=O)N(C(C)C)C(=O)C21` (configuration not stated)?
FUS suppressor: -22%; EPAC1 antagonist: 14%; TDP-43 yeast inh: 4%; PTHR1 agonist: inactive; EPAC2 agonist: 2%; aSyn rescue: -9%; EPAC2 antagonist: -2%; EPAC1 agonist: 7%

How did Cc1cc(C(=O)NCC2CCCO2)sc1C (configuration not stated) do in these assays?
FUS suppressor: 17%; EPAC1 antagonist: -4%; TDP-43 yeast inh: 2%; PTHR1 agonist: -2%; EPAC2 agonist: 15%; aSyn rescue: 2%; EPAC2 antagonist: -2%; EPAC1 agonist: -8%

What do the screens show for `Cc1cc(C)c(/C=C(\C#N)C(N)=S)c(C)c1`?
FUS suppressor: -24%; EPAC1 antagonist: -21%; TDP-43 yeast inh: 11µM*; PTHR1 agonist: -3%; EPAC2 agonist: 4%; aSyn rescue: 27%; EPAC2 antagonist: -20%; EPAC1 agonist: -1%

Results for Cc1ccc(C(=O)NC(Cc2ccccc2C(F)(F)F)C(=O)O)cc1 (configuration not stated) ?
FUS suppressor: -3%; EPAC1 antagonist: -6%; TDP-43 yeast inh: 19%; PTHR1 agonist: inactive; EPAC2 agonist: 2%; aSyn rescue: 3%; EPAC2 antagonist: 5%; EPAC1 agonist: -8%

What do the screens show for `Cc1cc(N(C)NC(=S)Nc2ccccc2)nc(C)n1`?
EPAC1 antagonist: -5%; TDP-43 yeast inh: 21%; PTHR1 agonist: 0%; EPAC2 agonist: 1%; aSyn rescue: 0%; EPAC2 antagonist: 2%; EPAC1 agonist: -6%

How did CCOCCCNC(=S)N1CCN(Cc2ccco2)CC1 do in these assays?
FUS suppressor: 9%; EPAC1 antagonist: -10%; TDP-43 yeast inh: -3%; PTHR1 agonist: -4%; EPAC2 agonist: 9%; aSyn rescue: 1%; EPAC2 antagonist: -4%; EPAC1 agonist: 11%

How did COc1cc(OC)c(C(=O)O/N=C(\N)c2ccc(C)cc2)cc1OC do in these assays?
FUS suppressor: 13%; EPAC1 antagonist: -14%; TDP-43 yeast inh: 11µM*; PTHR1 agonist: inactive; EPAC2 agonist: 5%; aSyn rescue: -18%; EPAC2 antagonist: 2%; EPAC1 agonist: 3%

How did Cc1nn(-c2ccccc2)c(Cl)c1/C=N/Nc1nncc(=O)[nH]1 do in these assays?
FUS suppressor: 14%; EPAC1 antagonist: -14%; TDP-43 yeast inh: -2%; PTHR1 agonist: -2%; EPAC2 agonist: -1%; aSyn rescue: -2%; EPAC2 antagonist: 1%; EPAC1 agonist: 13%

Results for CC(=O)N(Cc1cc2cc(C)ccc2[nH]c1=O)c1cccc(C)c1C ?
FUS suppressor: -5%; EPAC1 antagonist: -8%; TDP-43 yeast inh: 26%; PTHR1 agonist: -5%; EPAC2 agonist: 4%; aSyn rescue: 10%; EPAC2 antagonist: 13%; EPAC1 agonist: 10%

What do the screens show for `C/C(Cc1ccccc1)=N\NC(=O)CNC(=O)/C=C\c1ccccc1`?
FUS suppressor: -3%; EPAC1 antagonist: -17%; TDP-43 yeast inh: -3%; PTHR1 agonist: -13%; EPAC2 agonist: 1%; aSyn rescue: -3%; EPAC2 antagonist: inconclusive; EPAC1 agonist: 3%

What do the screens show for `CN1/C(=C\C(=O)COC(=O)c2ccc(O)c(O)c2)C(C)(C)c2ccccc21`?
FUS suppressor: 34%; EPAC1 antagonist: inconclusive; TDP-43 yeast inh: 1%; PTHR1 agonist: -35%[inhibitor]; EPAC2 agonist: 0%; aSyn rescue: inconclusive; EPAC2 antagonist: -14%; EPAC1 agonist: -5%

How did COC(=O)[C@@]1(Cc2ccc(F)cc2)[C@H]2c3cc(C(=O)N(C)C)n(Cc4ccsc4Br)c3C[C@H]2CN1C(=O)c1ccccc1 do in these assays?
FUS suppressor: inconclusive; EPAC1 antagonist: 0%; TDP-43 yeast inh: inconclusive; PTHR1 agonist: -11%; EPAC2 agonist: 8%; aSyn rescue: 29%; EPAC2 antagonist: -4%; EPAC1 agonist: -3%

What do the screens show for `O=C(CNC(=O)N1CC(=O)Nc2ccccc21)NCc1ccccc1`?
FUS suppressor: -4%; EPAC1 antagonist: 16%; TDP-43 yeast inh: -13%; PTHR1 agonist: inactive; EPAC2 agonist: 8%; aSyn rescue: 5%; EPAC2 antagonist: -1%; EPAC1 agonist: 7%

Results for COc1ccc(C(=O)NCC(=O)NCCc2c[nH]c3ccccc23)cc1OC ?
FUS suppressor: 0%; EPAC1 antagonist: -13%; TDP-43 yeast inh: 17%; PTHR1 agonist: -8%; EPAC2 agonist: -5%; aSyn rescue: 5%; EPAC2 antagonist: 10%; EPAC1 agonist: 5%

Results for COc1ccc(-c2csc(-c3cccnc3)n2)cc1C ?
FUS suppressor: 13%; EPAC1 antagonist: -17%; TDP-43 yeast inh: 16µM*; PTHR1 agonist: -25%; EPAC2 agonist: 15%; aSyn rescue: 15%; EPAC2 antagonist: -22%; EPAC1 agonist: 6%

What do the screens show for `COc1cc(CN2CCC(C(=O)N3CCN(c4ccccc4F)CC3)CC2)cc(OC)c1OC`?
FUS suppressor: 9%; EPAC1 antagonist: -1%; TDP-43 yeast inh: -12%; PTHR1 agonist: -21%[57.5 µM]; EPAC2 agonist: 10%; aSyn rescue: -5%; EPAC2 antagonist: -2%; EPAC1 agonist: 5%

What do the screens show for `Cn1c(=O)c(=O)n(C)c2cc(S(=O)(=O)N3CCOCC3)ccc21`?
FUS suppressor: 12%; EPAC1 antagonist: 0%; TDP-43 yeast inh: 0%; PTHR1 agonist: inactive; EPAC2 agonist: 2%; aSyn rescue: 4%; EPAC2 antagonist: 1%; EPAC1 agonist: 0%

What do the screens show for `O=C(c1ccc2c(c1)N(Cc1ccccc1F)C(=O)c1ccccc1S2)N1CCOCC1`?
FUS suppressor: inconclusive; EPAC1 antagonist: -3%; TDP-43 yeast inh: 11%; PTHR1 agonist: -14%; EPAC2 agonist: 7%; aSyn rescue: 6%; EPAC2 antagonist: -24%; EPAC1 agonist: -1%

What do the screens show for `N#C/C(=C(/O)COC(=O)CCCNC(=O)c1ccc(Cl)cc1)c1nc2ccccc2[nH]1`?
FUS suppressor: 11%; EPAC1 antagonist: -2%; TDP-43 yeast inh: -7%; PTHR1 agonist: inactive; EPAC2 agonist: 0%; aSyn rescue: 8%; EPAC2 antagonist: -3%; EPAC1 agonist: 3%

What do the screens show for `O=C(N/N=C\c1cc([N+](=O)[O-])ccc1N1CCCC1)c1ccccn1`?
FUS suppressor: 11%; EPAC1 antagonist: 18%; TDP-43 yeast inh: 15%; PTHR1 agonist: -7%; EPAC2 agonist: -184%[inhibitor]; aSyn rescue: 14%; EPAC2 antagonist: inconclusive; EPAC1 agonist: 10%

Results for COc1cc(/C=C/C(=O)Nc2ccncc2)cc(OC)c1OC ?
FUS suppressor: 8%; EPAC1 antagonist: 1%; TDP-43 yeast inh: -6%; PTHR1 agonist: -14%; EPAC2 agonist: 14%; aSyn rescue: 0%; EPAC2 antagonist: -7%; EPAC1 agonist: 8%

What do the screens show for `Cc1nnc(Oc2ccc([N+](=O)[O-])cc2)c2ccccc12`?
FUS suppressor: -23%; EPAC1 antagonist: 3%; TDP-43 yeast inh: 14%; PTHR1 agonist: -5%; EPAC2 agonist: 12%; aSyn rescue: -7%; EPAC2 antagonist: 9%; EPAC1 agonist: 6%

What do the screens show for `Cc1nc2ccccc2c2oc(C(=O)N3CCN(C(=O)c4ccco4)CC3)cc12`?
FUS suppressor: 3%; EPAC1 antagonist: -17%; TDP-43 yeast inh: -3%; PTHR1 agonist: -48%[inhibitor]; EPAC2 agonist: 0%; aSyn rescue: 9%; EPAC2 antagonist: -4%; EPAC1 agonist: -4%

What do the screens show for `CCCc1nn(C)c2c(=O)[nH]c(-c3cc(S(=O)(=O)N4CCN(C)CC4)ccc3OCC)nc12`?
FUS suppressor: -26%; EPAC1 antagonist: -1%; TDP-43 yeast inh: 8%; PTHR1 agonist: inactive; EPAC2 agonist: 0%; aSyn rescue: -1%; EPAC2 antagonist: 13%; EPAC1 agonist: -15%

How did CCOC(=O)c1c(C)[nH]c(C(=O)OCC(=O)Nc2sc(C(=O)N(C)C)c(C)c2C(=O)OCC)c1C do in these assays?
FUS suppressor: 12%; EPAC1 antagonist: -21%; TDP-43 yeast inh: 11%; PTHR1 agonist: -15%; EPAC2 agonist: -8%; aSyn rescue: -4%; EPAC2 antagonist: -5%; EPAC1 agonist: -18%

Bioassay records deposited in PubChem BioAssay by National Center for Advancing Translational Sciences (NCATS).
